Vif-APOBEC3F blk: blocks the Vif interaction with APOBEC3F | Potency, µM (top dose mostly 46.1 µM), inactives show at the highest dose activity, negative = active | HeLa A3F-eYFP + Vif (tagged APOBEC3F with the HIV-1 protein that degrades it), YFP fluorescence increase | 390,000 compounds, 0.2% hits; also: potency is read from the fitted curve at half-maximal effect; % of control where 0% means no effect; nearly all actives have a fitted effect of over 65% in size
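HeLa cells stably expressing Vif plus C-terminally eYFP-tagged A3F were seeded, incubated overnight at 37 deg C, dosed with compound, incubated overnight again at 37 deg C. Yellow fluorescence (Ex 488/Em 500-530) reported blocked Vif-mediated A3F-eYFP degradation.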
D1 agonist: human D1 receptor agonism | P21728 | HEK293 T-REx D1 cells, calcium flux, agonist mode | activation, % at 2 µM | 360,000 compounds, 1% hits; in the data active = activation above about 30%; also: 0% is about no effect
Target sequence (P21728 whole entry, looked up): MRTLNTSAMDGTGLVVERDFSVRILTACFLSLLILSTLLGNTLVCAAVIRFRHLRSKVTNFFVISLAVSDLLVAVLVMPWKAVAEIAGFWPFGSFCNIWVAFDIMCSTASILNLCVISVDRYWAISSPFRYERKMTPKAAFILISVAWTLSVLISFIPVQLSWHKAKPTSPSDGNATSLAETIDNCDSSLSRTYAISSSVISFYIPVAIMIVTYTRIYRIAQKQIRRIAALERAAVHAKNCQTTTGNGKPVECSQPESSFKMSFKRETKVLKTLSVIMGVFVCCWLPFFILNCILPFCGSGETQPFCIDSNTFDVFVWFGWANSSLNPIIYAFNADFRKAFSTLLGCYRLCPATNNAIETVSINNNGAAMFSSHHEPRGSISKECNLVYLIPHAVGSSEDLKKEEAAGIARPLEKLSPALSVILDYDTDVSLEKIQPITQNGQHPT
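Agonism was scored from calcium flux recorded over 180 s (1 read/s) after pintool compound addition, following a 10-cycle baseline. Cells were inducible force-coupled HEK293 TREx D1, plated overnight at 30 C and loaded with no-wash calcium dye.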
D1 antag: blocks dopamine activation of the human D1 receptor | 360,000 compounds, 3.2% hits | activity change, negative = inhibition, % at 10 µM | HEK293 TREx D1 cells, calcium flux, dopamine EC80; active compounds read low; in the data active = activity change below about -30%; also: % is scaled to controls: 0 for no effect and ±100 for the full control effect
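Antagonism measured as reduced calcium response to an EC80 dopamine addition following 180 s compound pre-read; cells were inducible HEK293 Trex D1 plated overnight at 30 C, read kinetically at 1 cycle/sec.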
RXFP1 antag: antagonists of human relaxin receptor RXFP1; HEK293-RXFP1, relaxin-stimulated cAMP HTRF, 30 min; active compounds read low; activity change, negative = inhibition, % at 57.5 µM; 350,000 compounds, 0.59% hits; Q9HBX9;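 active = activity change of -60% or lower, but not beyond a set lower limit; inconclusive = change between -60% and -40%, or beyond the set limit; inactive = change above -40%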; also: % is scaled to controls: 0 for no effect and ±100 for the full control effect
D1 PAM: human D1 dopamine receptor positive modulation; P21728; HEK293 TREx D1 cells, calcium flux, dopamine EC20 potentiation; potentiation, % at 10 µM; 360,000 compounds, 0.036% hits; AID 504651; in the data active = potentiation above about 30%; also: 0% is about no effect
Vif-A3G inh: inhibitors of Vif-APOBEC3G interaction | Q9HC16 | HeLa A3G-eYFP + Vif (tagged APOBEC3G with the HIV-1 protein that degrades it), YFP fluorescence, overnight | Potency, µM (top dose mostly 46.1 µM), without a hit: at the top dose activity, negative = active, usual class: inhibitors | 410,000 compounds, 0.076% hits | AID 602310;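 also: potency is read from the fitted curve at half-maximal effect; % is scaled to controls: 0 for no effect and ±100 for the full control effect; nearly all actives have a fitted effect of over 60% in size; hits raise eYFP signal because A3G escapes Vif-driven loss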
Target sequence (Q9HC16 whole entry, looked up): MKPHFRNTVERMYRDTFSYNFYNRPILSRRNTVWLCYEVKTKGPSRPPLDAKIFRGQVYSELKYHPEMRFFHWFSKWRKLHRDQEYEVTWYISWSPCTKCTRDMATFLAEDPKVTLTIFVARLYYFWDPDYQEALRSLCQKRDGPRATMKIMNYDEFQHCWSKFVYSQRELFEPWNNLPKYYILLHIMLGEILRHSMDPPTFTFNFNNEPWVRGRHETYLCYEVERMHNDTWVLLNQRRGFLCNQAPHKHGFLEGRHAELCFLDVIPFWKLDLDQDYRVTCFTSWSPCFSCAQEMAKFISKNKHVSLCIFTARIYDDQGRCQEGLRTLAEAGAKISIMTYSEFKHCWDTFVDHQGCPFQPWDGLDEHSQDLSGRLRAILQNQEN
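HeLa cells stably expressing Vif and C-terminally eYFP-tagged A3G, seeded overnight at 37 deg C, then exposed to compound by pintool overnight at 37 deg C. Rise in yellow fluorescence (Ex 488/Em 500-530, Acumen) marks blocked Vif-driven A3G degradation.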
GRP78 ERSR act: ER stress response induction in glioma | Potency, µM, inactives show at the highest dose activation, most hits filed as activators | U87-MG GRP78 promoter luciferase reporter, 16 h | AID 602332 | 420,000 compounds, 0.02% hits; also: potency is read from the fitted curve at half-maximal effect; series mostly up to about 76 µM; % of control where 0% means no effect; nearly all actives have a fitted effect of over 35% in size
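Stably transfected U87-MG human glioma cells carrying a GRP78-based luminescent sensor were seeded at 1000 cells/well, pin-dosed with compounds and incubated 16 h. Luciferase reagent was then added, and end-point luminescence was read after 10 min at room temperature.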
D2 PAM: D2 dopamine receptor (human) potentiation; P14416; HEK293 T-REx D2, calcium flux, EC20 dopamine potentiation; potentiation, % at 10 µM; 340,000 compounds, 0.34% hits;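 active = potentiation over 3 SD above the plate norm, cut at about 30% in these data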; also: 0% is about no effect
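Calcium flux readout, no-wash dye, 1 read/s. Inducible HEK293 Trex D2 line, overnight 30 C. Compound alone 180 s (agonist flags), then EC20 dopamine, another 180 s to score potentiation.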
RXFP1 ag: activates the human relaxin receptor RXFP1 | Q9HBX9 | HEK293T-RXFP1 cAMP TR-FRET, 30 min; response scale: percent of porcine relaxin response, buffer zero | Potency, µM (series often up to 57.5 µM), for inactives: top-dose activation, actives largely listed as activators | 370,000 compounds, 0.3% hits | AID 2676; also: potency is read from the fitted curve at half-maximal effect; % is scaled to controls: 0 for no effect and ±100 for the full control effect; nearly all actives have a fitted effect of over 60% in size; many of its hits are not listed in these tables
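Agonist response is measured as cAMP accumulation in an RXFP1-transfected HEK293T line under PDE4 inhibition. Values are scaled between buffer-only and 29 nM porcine relaxin, and EC50s come from standard Hill equation fits.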
An asterisk follows results filed as active; ? = inconclusive; . = no result given. Unless noted, calls follow the shape of the dose curve; as a rule, active = well fitted curve in the direction sought with a large enough effect; inconclusive = small, poorly fitted or top-dose-only effect, or another doubt; inactive = no such curve, though single readings can be large; an effect the other way counts as inactive or inconclusive. This is a subset (hit frequency here may not be typical).

SMILES	Vif-APOBEC3F blk	D1 agonist	D1 antag	RXFP1 antag	D1 PAM	Vif-A3G inh	GRP78 ERSR act	D2 PAM	RXFP1 ag
Cc1cc(NS(=O)(=O)c2ccc(NC(=O)c3ccc(Cl)cc3Cl)cc2)no1	7.5%	5.7	12.1	-10.5	.	-3.1%	4.5%	-1.2	0.4%
Cc1ccc(NC(=O)CCC(=O)NNC(=O)COc2ccc([N+](=O)[O-])cc2)c(C)c1	-4.2%	2.0	-16.4	0.5	-4.0	-0.3%	-4.2%	-2.4	-3.0%
CCOC(=O)C1=C(NC(=S)NC(=O)c2ccccc2)c2ccccc2CC1(C)C	.	8.4	6.5	13.2	1.8	-10.6%	-6.2%	11.2	0.2%
CN(C(=O)COC(=O)/C=C/c1ccc2c(c1)OCO2)c1c(N)n(Cc2ccccc2)c(=O)[nH]c1=O	3.0%	0.3	1.5	-9.2	-2.4	4.2%	-5.0%	17.4	0.5%
O=c1cc(CNCCCO)c2ccccc2[nH]1	2.2%	0.5	6.6	-5.2	-0.8	0.5%	-1.8%	-15.1	-1.2%
COc1cc(S(=O)(=O)N2CCOCC2)cc(C(=O)OCC(=O)NCc2ccco2)c1OC	-0.1%	8.5	12.0	-0.7	.	0.4%	-3.7%	-6.6	1.2%
O=C1N2CCSC2=NC1(Nc1ccccn1)C(F)(F)F (configuration not stated)	1.7%	0.3	-15.3	-6.0	-3.4	-1.6%	-2.0%	.	2.2%
COc1ccc(/C=C(/NC(=O)c2ccco2)C(=O)NCc2ccco2)cc1OC	0.4%	0.4	-1.9	-14.4	-3.2	0.7%	2.1%	13.9	-0.2%
Cn1c(/C=C(\C#N)C(N)=S)ccc1-c1ccc(Br)cc1	2.1%	1.3	-36.8*	-3.8	-9.6	-10.5%	-9.0%	10.2	-1.0%
Cc1ccc(OCC(=O)NNC(=O)c2ccccc2OCc2c(C)noc2C)cc1	-0.8%	-2.1	-1.7	?	4.5	-0.6%	-3.0%	-1.7	1.5%
O=C(NCc1ccco1)C1CCC(N2C(=O)C3C4CCC(C4)C3C2=O)CC1 (configuration not stated)	7.0%	2.8	-4.4	-7.1	-2.5	0.2%	-0.7%	-8.9	2.9%
N/C(COc1ccc(Cl)cc1)=N\NS(=O)(=O)c1ccccc1	4.2%	4.3	6.3	-3.1	-2.8	-4.8%	1.1%	-7.7	0.1%
O=C(c1cccs1)N1C[C@H](n2cc(-c3ccc(F)cc3)nn2)[C@@H](O)C[C@@H]1c1ccc(Cl)cc1	-6.1%	.	.	-8.5	.	-12.3%	-1.8%	.	.
CN(C)c1ccc(CNCc2cccnc2)cc1	2.4%	.	.	-10.6	.	-8.1%	-7.1%	.	.
CCN(c1ccccc1C(=O)O)S(=O)(=O)c1cccc2nsnc12	1.1%	1.1	0.3	-3.6	3.9	0.4%	-0.7%	13.8	0.1%
COc1ccc(/C=N\NC(=O)c2cccc(Br)c2)c(OC)c1	12.1%	2.2	-16.4	-2.0	-6.9	1.5%	0.5%	-6.9	3.4%
Cc1cc(C)c2nc(NNC(=O)c3cc(-c4cccs4)nc4ccccc34)sc2c1	?	-2.2	-1.8	.	-4.0	?	-1.0%	-1.7	2.7%
COc1ccccc1NC(=O)Cc1nnc(SCC(=O)NC2CCCCC2C)n1C (configuration not stated)	-22.3%	1.1	0.9	6.7	2.9	0.6%	-2.7%	12.0	0.2%
Cc1ccc(S(=O)(=O)N2CCCC2C(=O)Nn2cnnc2)cc1 (configuration not stated)	-7.3%	3.4	-13.9	12.2	-1.3	-3.2%	-0.8%	-2.7	1.1%
CCOc1ccc(C(=O)Oc2ccc(NC(C)=O)cc2)cc1	.	3.3	-1.3	.	-3.0	.	.	.	-2.5%
CCOC(=O)c1sc(NC(=O)CSc2nccc(C)n2)nc1C	-0.5%	7.8	-11.0	1.1	-1.4	0.9%	-2.3%	15.4	-0.1%
O=C(CCCn1c(=O)[nH]c2cc(Cl)ccc2c1=O)NC1CCCCCCC1	4.0%	1.2	-5.1	11.3	-5.6	0.9%	-4.4%	5.6	-1.5%
CCN(CC)CCN1C(=O)C(O)=C(C(=O)c2sc(C)nc2C)C1c1cccnc1 (configuration not stated)	-6.7%	7.5	9.1	-4.9	4.8	-0.2%	-6.1%	6.9	0.1%
COc1ccc(-c2c[n+]3c4n2CCCCC4=C(c2ccccc2)C3)cc1	?	1.0	4.1	.	-3.8	-1.2%	-4.5%	-6.5	6.6%

The last six records of the part above are carried over, then new ones follow.
SMILES	Vif-APOBEC3F blk	D1 agonist	D1 antag	RXFP1 antag	D1 PAM	Vif-A3G inh	GRP78 ERSR act	D2 PAM	RXFP1 ag
Cc1ccc(S(=O)(=O)N2CCCC2C(=O)Nn2cnnc2)cc1 (configuration not stated)	-7.3%	3.4	-13.9	12.2	-1.3	-3.2%	-0.8%	-2.7	1.1%
CCOc1ccc(C(=O)Oc2ccc(NC(C)=O)cc2)cc1	.	3.3	-1.3	.	-3.0	.	.	.	-2.5%
CCOC(=O)c1sc(NC(=O)CSc2nccc(C)n2)nc1C	-0.5%	7.8	-11.0	1.1	-1.4	0.9%	-2.3%	15.4	-0.1%
O=C(CCCn1c(=O)[nH]c2cc(Cl)ccc2c1=O)NC1CCCCCCC1	4.0%	1.2	-5.1	11.3	-5.6	0.9%	-4.4%	5.6	-1.5%
CCN(CC)CCN1C(=O)C(O)=C(C(=O)c2sc(C)nc2C)C1c1cccnc1 (configuration not stated)	-6.7%	7.5	9.1	-4.9	4.8	-0.2%	-6.1%	6.9	0.1%
COc1ccc(-c2c[n+]3c4n2CCCCC4=C(c2ccccc2)C3)cc1	?	1.0	4.1	.	-3.8	-1.2%	-4.5%	-6.5	6.6%
c1ccc(-n2cnnc2SCc2cn3cccnc3n2)cc1	1.3%	1.7	3.0	-20.4	-5.3	0.4%	-2.4%	-16.7	4.3%
CCc1nnc(NC(=O)Cc2c[nH]c3ccccc23)s1	0.9%	2.4	-4.1	-2.1	-3.5	1.4%	-4.3%	5.3	3.9%
CCOC(=O)c1cnn(-c2ncnc3c2cnn3C)c1N	?	1.1	6.4	-6.7	0.1	-0.7%	3.3%	1.3	-2.8%
CC(O)c1nc2ccccc2n1CC(=O)Nc1ccc2c(c1)OCCO2 (configuration not stated)	-23.1%	3.1	-6.7	1.6	-1.4	-12.9%	0.6%	8.3	1.6%
CC1CCC(NC(=O)CN2CCC(n3nnc4cc(F)ccc43)CC2)CC1 (configuration not stated)	-18.4%	0.3	4.9	1.6	0.6	-0.3%	-4.7%	-22.9	0.4%
CCOc1ccccc1NC(=O)COc1coc(CN2CCc3ccccc3C2)cc1=O	3.6%	0.2	3.9	-5.1	-1.2	2.8%	-1.7%	12.7	-0.2%
COc1ccc(C2CC(c3c(O)n(C4CCCCC4)c(=O)[nH]c3=O)=Nc3ccccc3S2)cc1 (configuration not stated)	.	-2.2	3.6	-4.6	-0.7	.	.	5.5	-5.2%
COC(=O)C1=C(C)N=C2SC(C#N)=C(N)N2C1c1cc(OC)c(OC)c(OC)c1 (configuration not stated)	0.6%	1.3	15.1	-12.5	1.4	-0.6%	-7.5%	2.4	1.5%
COc1ccc(CCN2CCCn3c2nc2c3c(=O)n(Cc3ccccc3F)c(=O)n2C)cc1OC	-1.8%	0.7	-0.5	7.5	0.8	-2.7%	-0.7%	-2.2	3.0%
CCOC(=O)c1ccc(N=Nc2c(C)[nH]n(-c3ccccc3)c2=O)cc1	-8.0%	22.7	10.9	5.7	-1.4	1.7%	4.8%	-7.5	0.8%
Cc1cc(C(=O)COc2ccccc2Cl)c(C)n1-c1ccc2c(c1)OCO2	-16.2%	2.1	-0.2	-5.4	-5.5	-0.7%	11.7%	2.6	4.6%
CCN(CC)C(=O)CN(c1cccc(Br)c1)S(C)(=O)=O	8.6%	2.2	9.6	10.5	-9.6	0.2%	-1.6%	0.6	1.8%
CCOc1cc(N2CCOCC2)c(OCC)cc1NC(=O)c1ccc(F)c(S(=O)(=O)N2CCOCC2)c1	8.5%	4.8	-12.1	-7.3	3.4	0.1%	-5.0%	8.2	1.2%
CCc1cc2cc3c(cc2nc1SCC(=O)Nc1cc(C)on1)OCO3	1.7%	5.5	-11.1	-1.4	9.2	2.4%	-4.9%	-1.8	28.2µM*
Cc1nn(C)cc1C(=O)NNC(=S)Nc1ccc(Cl)cc1	5.8%	0.7	6.9	11.1	-7.9	2.4%	-3.5%	-3.8	1.4%
COc1cc2ccccc2cc1C(=O)N1CCN(c2nc3c(C)cc(C)cc3s2)CC1	-7.0%	0.2	.	.	4.9	4.3%	-3.9%	5.2	1.4%
COc1cccc(-c2nc(CS(=O)(=O)CC(=O)NCc3ccc4c(c3)OCO4)c(C)o2)c1	-4.4%	22.4	3.0	2.3	0.3	-1.7%	-6.8%	3.6	-0.7%
Cc1ccccc1-n1c(SCC(=O)c2cc(C)n(C)c2C)nnc1-c1ccncc1	6.4%	5.5	-2.7	-5.8	0.1	-7.6%	-2.6%	3.7	2.2%
O=C(Nc1ccc(Cl)cc1)c1ccc2c(c1)N(Cc1ccccc1)C(=O)c1ccccc1S2(=O)=O	0.6%	17.2	-16.5	.	-4.5	-0.6%	-1.6%	11.7	-0.6%
OCCN1CCN(CC/C=C2/c3ccccc3Sc3ccc(Cl)cc32)CC1	-11.6%	26.6	-100.2*	.	-5.3	-6.2%	-3.8%	-12.2	0.7%
O=C(/C=C/c1cccc([N+](=O)[O-])c1)OCC(=O)N1CCCCC1	-5.5%	.	.	-0.2	.	-0.4%	-0.7%	.	.
CCn1c(CNC(=O)Cc2ccc(OC)cc2)nnc1SCC(=O)Nc1nccs1	1.0%	1.3	6.4	23.2	8.0	2.3%	-0.8%	-2.8	1.0%
COc1cc(CC(=O)Nc2ccc3nc(C)sc3c2)cc(OC)c1OC	0.7%	6.6	-7.1	8.1	-9.7	0.0%	-2.3%	1.0	5.9%
Cc1ccc(C(=O)N2CCCC(N(C)Cc3ccccc3)C2)s1 (configuration not stated)	6.3%	0.7	-7.4	-13.0	0.7	2.4%	-2.6%	-5.9	0.4%
